Calb biofilm kill – kills Candida albicans biofilms. inhibition, % at 6 µM. C. albicans biofilm + clotrimazole, Alamar Blue. hit rate 0.14% among 85,000;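 active = inhibition above 20%; inactive = inhibition below 20%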;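 note: preformed 24 hr biofilms exposed to compound for 48 hr; 0% = biofilm without compound and 100% = blank killed by clotrimazole plus chlorhexidine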
MT1-MMP txn act – MT1-MMP promoter transcription activation; HT1080 MT1-MMP promoter luciferase reporter, luminescence, overnight; stronger effect = higher value; activation factor at 10 µM; hit rate 0.16% among 86,000; AID 750;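 active = activation factor of at least 2 for MT1-MMP transcription at 10 µM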
ERb SRC1 inh – blocks coactivator binding to human estrogen receptor beta; Q92731; TR-FRET ER-beta LBD / SRC1-Cy5 peptide binding; receptor agonist-loaded with 1 µM estradiol; inhibition, % at 25.6 µM; hit rate 1.3% among 86,000; AID 633;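 active = compounds whose percent inhibition of the receptor-coactivator binding signal exceeds about 50% in the single-dose screen, limit read from the data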;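 note: 0% = receptor plus peptide wells without compound and 100% = peptide-only wells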
CD11b adhes inh – blocks human CD11b/CD18 adhesion to fibrinogen; P05107+P11215; K562 CD11b/CD18 adhesion to fibrinogen, ATPlite luminescence; Mn2+ added to activate the integrin; inhibition, % at 10 µM; hit rate 0.54% among 93,000; AID 1497;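 active = primary inhibition of 50% or more at 10 µM, then 40% or more on retest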; note: some results filed as inactive read as strong as hits
ERa coact pot – ER-alpha (human) coactivator binding potentiation | coactivator binding (% of control), % at 25.6 µM | hit rate 1.3% among 86,000 | P03372 | TR-FRET ERalpha-LBD/SRC-Cy5 coactivator binding, 2 h; 100 = basal binding, no effect | AID 639; in the data active = activity above about 200%;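 note: binding measured in presence of low estradiol as agonist stimulus; 0% = peptide alone without receptor and 100% = receptor with peptide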
Target sequence (P03372 whole entry, looked up, the tested form may be a part): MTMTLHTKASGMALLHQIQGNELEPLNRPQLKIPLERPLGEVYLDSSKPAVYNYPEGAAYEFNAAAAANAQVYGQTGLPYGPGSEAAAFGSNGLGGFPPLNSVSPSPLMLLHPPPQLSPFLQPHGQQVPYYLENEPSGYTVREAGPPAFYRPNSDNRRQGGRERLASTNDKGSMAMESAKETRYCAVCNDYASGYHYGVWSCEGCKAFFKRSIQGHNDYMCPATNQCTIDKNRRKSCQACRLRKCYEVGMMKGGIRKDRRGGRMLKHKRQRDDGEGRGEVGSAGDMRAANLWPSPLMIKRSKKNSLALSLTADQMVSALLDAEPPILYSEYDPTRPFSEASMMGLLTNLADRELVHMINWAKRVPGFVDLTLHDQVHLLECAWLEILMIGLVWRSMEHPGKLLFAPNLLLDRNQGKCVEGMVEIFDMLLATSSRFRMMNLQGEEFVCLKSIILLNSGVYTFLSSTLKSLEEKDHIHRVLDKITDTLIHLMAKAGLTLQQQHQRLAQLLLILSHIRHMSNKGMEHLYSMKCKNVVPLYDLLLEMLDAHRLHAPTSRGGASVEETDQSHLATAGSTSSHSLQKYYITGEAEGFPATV
sEH inh – soluble epoxide hydrolase (human) inhibition. P34913. recombinant human sEH enzymatic activity assay. inhibition, % at 2 µM. hit rate 0.34% among 91,000; in the data active = inhibition above about 80%; note: values of inactives mirror those of a sister screen read the other way; many of its hits are not listed in these tables
Smad3 FoxH1 inh – inhibitors of human Smad3 transcription factor binding | AID 630 | hit rate 0.29% among 88,000 | inhibition, % at 25 µM | TR-FRET Smad3/Dy647-FoxH1 peptide binding, europium anti-His | P84022;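 active = compounds that reduce the energy-transfer binding signal between the protein and its labelled peptide by more than half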;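 note: 0% = Smad3 plus labelled peptide maximal FRET and 100% = peptide-only background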
Target sequence (P84022 whole entry, looked up): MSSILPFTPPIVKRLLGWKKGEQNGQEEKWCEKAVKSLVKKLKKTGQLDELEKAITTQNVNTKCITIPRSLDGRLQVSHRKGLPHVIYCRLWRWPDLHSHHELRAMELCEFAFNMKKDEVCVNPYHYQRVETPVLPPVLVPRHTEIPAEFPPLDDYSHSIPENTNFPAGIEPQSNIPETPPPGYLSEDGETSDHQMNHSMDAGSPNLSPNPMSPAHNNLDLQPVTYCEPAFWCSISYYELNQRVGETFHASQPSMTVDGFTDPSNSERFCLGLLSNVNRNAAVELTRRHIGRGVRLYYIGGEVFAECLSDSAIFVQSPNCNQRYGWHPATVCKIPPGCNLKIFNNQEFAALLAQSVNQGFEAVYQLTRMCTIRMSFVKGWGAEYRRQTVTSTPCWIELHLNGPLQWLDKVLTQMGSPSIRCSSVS
Mac1 fbg enh – CD11b/CD18-fibrinogen binding enhancement. P05107+P11215. K562 CD11b/CD18 adhesion to fibrinogen, ATPlite luminescence. activation, % at 10 µM. hit rate 0.07% among 93,000. AID 1499;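 active = 10 µM primary screen giving 50% or more activity, confirmed by 40% or more on retest at that dose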; note: strong numbers were not always called active; reference of the scale not given here
sEH act – activators of human soluble epoxide hydrolase | P34913 | purified human sEH enzymatic activity, activator screen | activation, % at 2 µM | hit rate 0.04% among 91,000 | AID 717; in the data active = activation above about 37%; note: values of inactives mirror those of a sister screen read the other way
An asterisk follows results filed as active; / = no result given; [ ] = another dose, or the depositor's remark.

SMILES	Calb biofilm kill	MT1-MMP txn act	ERb SRC1 inh	CD11b adhes inh	ERa coact pot	sEH inh	Smad3 FoxH1 inh	Mac1 fbg enh	sEH act
CC(C)C(NC(=O)c1ccc(C(C)(C)C)cc1)C(=O)NC1=NCCS1 (stereo unspecified)	9.8	1.2	-6.5	2.6	97.7	-18.4	-7.5	2.6	16.3
CS/C(=N\S(=O)(=O)c1cccs1)Nc1ccc(N2CCOCC2)cc1	8.1	1.3	-1.0	8.6	96.6	7.7	-10.6	0.2	-7.5
O=C(NC1(C(F)(F)F)NC(=O)N(Cc2ccccc2)C1=O)c1cccnc1 (stereo unspecified)	0.3	1.1	-10.9	-2.0	102.0	3.4	9.4	-1.2	-0.4
COc1ccccc1-n1cnc(N)c1C(=O)c1ccccc1	9.0	1.1	-6.9	16.0	107.6	-5.1	-6.4	-0.8	6.5
O=C(Cn1c(=O)sc2ccccc21)N1CCOCC1	/	1.1	-17.6	2.8	117.7	9.1	-6.0	-2.4	-8.7
COc1cccc(C(=O)Nc2ccc(Cl)c(C(F)(F)F)c2)c1	/	/	/	4.3	/	57.8	/	-0.8	-56.4
Cc1cc(C)n(-c2nc3ccccc3c(=O)n2OCc2ccc(F)cc2)n1	4.3	1.3	0.6	11.2	126.8	-11.1	-0.4	-0.1	11.3
O=C1C(=O)N(CCCn2ccnc2)C(c2cccnc2)/C1=C(/O)c1ccc(Cl)cc1 (stereo unspecified)	3.5	1.1	5.7	/	102.2	/	2.8	/	/
CC(=O)Nc1ccc(NC(=O)C(C)O/N=C/c2cccc([N+](=O)[O-])c2)cc1 (stereo unspecified)	/	/	/	-4.6	/	0.1	/	-3.0	2.6
CC1CCN(CCCNC(=O)COc2cc(=O)n(C)c3ccccc23)CC1	7.8	1.1	12.2[fluorescence artefact?]	-12.4	101.5	-18.3	-9.2	-3.7	18.7
CC1CCCC(NC(=O)COC(=O)c2cc(S(=O)(=O)N3CCCCC3)ccc2N2CCOCC2)C1C (stereo unspecified)	/	/	/	1.1	/	-6.1	/	-2.3	8.1
CCCCn1c2nc3ccccc3nc2c2c(=O)n(CCC(C)C)cnc21	-3.4	1	10.0	-17.4	95.5	-17.2	-5.2	-4.9	15.7
Cc1cc(Nc2nnnn2-c2ccccc2)n(-c2ccccc2)n1	3.5	1.1	-8.3	8.0	126.3	3.0	17.4[fluorescence artefact?]	0.9	0.4
CCOC(=O)c1c(NC(=O)c2ccco2)sc2c1CCCC2	7.0	0.9	5.7[fluorescence artefact?]	0.1	117.7	/	6.7[fluorescence artefact?]	-3.1	/
CC(C)OC(=O)Nc1ccc(Oc2c(F)c(F)c(F)c(F)c2F)cc1	4.7	1	0.2	-2.8	118.2	/	-3.2	-2.5	/
CCCCn1c(N)c(N(CCC(C)C)C(=O)CSc2nnc(C)s2)c(=O)[nH]c1=O	-1.6	0.9	3.1[fluorescence artefact?]	-16.6	85.9	-5.1	-14.2	-3.8	4.5
COc1cc2[nH]c(=S)nc(NCCCOC(C)C)c2cc1OC	5.5	1	-5.3	-35.1	95.1	1.5	-1.0	-0.6	-1.3
CCCCCCc1ccc(OCC(=O)OC)cc1OCC(=O)OC	-1.1	1	-1.4	-4.2	79.0	-5.4	10.8	6.5	2.5
CCN(Cc1cc2ccccc2[nH]c1=O)C(=O)C(C)C	3.0	1	9.1	-0.4	104.7	-1.2	-0.6	-4.7	0.8
CCN(C(=O)c1ccco1)c1nnc(-c2ccc(OC)cc2)s1	1.0	1.4	3.8[fluorescence artefact?]	/	137.7	7.0	-3.4	/	-5.8

Results in MT1-MMP txn act, sEH act and Mac1 fbg enh, for 4 of the compounds above:
compound,MT1-MMP txn act,sEH act,Mac1 fbg enh
COc1cccc(C(=O)Nc2ccc(Cl)c(C(F)(F)F)c2)c1,/,-56.4,-0.8
Cc1cc(C)n(-c2nc3ccccc3c(=O)n2OCc2ccc(F)cc2)n1,1.3,11.3,-0.1
O=C1C(=O)N(CCCn2ccnc2)C(c2cccnc2)/C1=C(/O)c1ccc(Cl)cc1 (stereo unspecified),1.1,/,/
CC(=O)Nc1ccc(NC(=O)C(C)O/N=C/c2cccc([N+](=O)[O-])c2)cc1 (stereo unspecified),/,2.6,-3.0

The list continues.
SMILES	Calb biofilm kill	MT1-MMP txn act	ERb SRC1 inh	CD11b adhes inh	ERa coact pot	sEH inh	Smad3 FoxH1 inh	Mac1 fbg enh	sEH act
C=CCn1cc(C(=O)OC)c(=O)c2cc(S(=O)(=O)N(CC)CC)ccc21	0.8	/	-0.9	6.7	130.4[fluorescence artefact?]	0.8	1.1	-1.6	-3.0
O=C(O)C1CCC(N2C(=O)C3CCCCC3C2=O)CC1 (stereo unspecified)	1.9	1.1	-0.1[fluorescence artefact?]	6.5	114.8	4.1	-6.6	-5.5	-5.2
Cc1csc(NC(=O)CN2C(=O)C3CC=CCC3C2=O)n1 (stereo unspecified)	4.7	1.1	0.9	3.0	90.2	-1.5	6.7	-1.8	4.0
COCCNC(=O)Cn1c(=O)n(Cc2ccco2)c(=O)c2ccccc21	2.1	1.1	-1.2	-5.6	113.0	1.9	5.5	-0.9	0.3
CCOc1ccc(C(=O)NCC(=O)OC2CCOC2=O)cc1OCC (stereo unspecified)	6.3	1	0.7	-21.3	106.9	-11.3	3.3	1.9	10.3
COC(=O)c1cccc(C(=O)Nc2ccc(F)cc2)n1	-2.4	1	-4.3	/	93.5	-1.0	-2.3	/	3.9
CCN(CC)C(c1ccc(C)cc1)c1nnnn1C1CCCCC1 (stereo unspecified)	0.5	1.2	2.6	-10.3	104.1	13.7	-2.3	1.3	-17.4
COc1cc2[nH]c(=S)n(NC(=O)c3ccccc3)c(=O)c2cc1OC	6.5	1.3	-6.3	2.6	91.5[fluorescence artefact?]	-17.8	5.9	-2.3	16.3
Cc1nnc2n(CCc3ccccc3)c(=O)c3c4c(sc3n12)CCCC4	1.4	1	0.1[fluorescence artefact?]	/	103.0	8.7	6.2	/	-6.3
COc1cc(S(=O)(=O)N2CCN3CCCC3C2)ccc1-n1cnnn1 (stereo unspecified)	5.4	1	0.0	-9.5	107.5[fluorescence artefact?]	/	8.3	-3.8	/
Cc1csc(OCC(=O)Nc2ccc(C)c(C)c2)n1	4.8	1.2	-8.9	9.5	110.0	-4.1	-8.3	-1.6	5.4
COCCCNC(=O)c1c(NC(=O)c2cccs2)sc2c1CCCC2	3.7	1.1	11.8[fluorescence artefact?]	/	331.4*[fluorescence artefact?]	4.3	1.9	/	-0.9
COc1ccc(N2C(=O)CC(N3CCN(c4nc5ccccc5s4)CC3)C2=O)cc1 (stereo unspecified)	5.9	1.2	-0.6	/	71.3	2.8	9.5	/	-1.2
Cc1cc(Cl)ccc1OCC(=O)NC1CCCC1	6.3	1.3	-6.9	38.7	101.2	15.1	-2.6	-6.8	-12.4
CCOC(=O)c1cc(C(C)=O)c(=O)n(C)c1N	7.2	1	-1.2	19.5	106.1	/	-6.3	-1.1	/
CCOc1ccc2[nH]c(=O)c(CN(Cc3ccccc3)C(=O)N3CCCC3)cc2c1	/	1.1	/	-30.5	/	7.3	/	7.6	-5.4
Cn1cnnc1SCC(=O)Nc1ccc2nc(SCc3ccccc3)sc2c1	-2.6	/	9.9[fluorescence artefact?]	11.3	366.2*[fluorescence artefact?]	-6.3	6.4	-0.3	4.4
CCOc1ccc(C(=O)NCc2cccnc2)cc1	5.6	1	0.2	11.2	133.7	7.2	-1.1	5.0	-9.4
Cc1ccc(S(=O)(=O)Nc2cc(C)c(O)c(S(=O)(=O)c3ccc(C)cc3)c2)cc1	-6.5	1	16.1	/	102.0	10.2	-5.5	/	-10.2
CCC1CCCCN1S(=O)(=O)c1ccc(S(=O)(=O)N(Cc2cccs2)C2CC2)cc1 (stereo unspecified)	4.8	1.1	-14.7	1.9	116.3	/	12.1[fluorescence artefact?]	-2.9	/
CCCC(=O)NCCCc1nc2ccccc2[nH]1	-2.2	1.1	10.2	-11.8	93.3	/	6.7	-2.4	/
CC(C)CC(=O)NC(=S)Nc1ccccc1F	/	/	/	-6.2	/	7.3	/	1.8	-4.4
COC(=O)c1cc(NC(=O)CCc2c(C)nc3ncnn3c2C)cc(C(=O)OC)c1	10.6	1.1	-2.1	-4.9	111.6	5.1	3.3[fluorescence artefact?]	-1.1	-5.9
Cc1ccc(CN2CCN(C(=O)CCN3C(=O)c4ccccc4C3=O)CC2)cc1	/	0.9	/	-5.0	/	15.5	/	-1.0	-15.3
CCn1nc(CC(=O)Nc2nnc(CC(=O)N3CCOCC3)s2)c2ccccc2c1=O	-0.9	1	-18.9	-0.9	103.7	7.8	0.6	1.2	-6.2
CCOC(=O)CSc1nc2c(c(=O)n(C)c(=O)n2C)n1Cc1ccccc1F	-14.6	1.1	25.4[fluorescence artefact?]	-6.1	64.6	-2.4	-15.5	-3.7	4.2
Cc1ccc(C(=O)NC2CCS(=O)(=O)C2)cc1S(=O)(=O)N1CCCCC1 (stereo unspecified)	-0.2	1	-3.9	7.1	104.2	1.3	-2.8	-1.7	-1.7
COc1ccc(CCNc2oc(COc3ccc(Br)cc3)nc2C#N)cc1OC	-1.0	/	19.7	-2.2	105.3	-1.3	-7.4	7.4	0.3
CC(C)CN1C(=S)SC(C)(C)C1n1oc(=O)n(-c2ccc(Cl)cc2)c1=O (stereo unspecified)	4.0	0.9	-0.2	35.3	123.5	17.1	7.2	-2.5	-17.4
CC(=O)c1cccc(-n2nnnc2SCC(=O)Nc2ccccc2N2CCCCC2)c1	3.5	1.1	3.4[fluorescence artefact?]	7.0	123.0	-6.6	9.4	0.7	7.4
CCCCCC(=O)N1CCN(CCN=CC2=C(O)CC(c3ccc(OC)cc3)CC2=O)CC1 (stereo unspecified)	5.5	1.1	3.0	-6.7	105.8	-8.1	15.0	2.6	7.5
Cc1cccc(N2CCN(C(=O)Cc3cn(C)c4ccccc34)CC2)c1C	7.4	1.1	-1.6	-16.3	91.2	-4.2	3.2	1.5	1.3
CN(C)c1ncc(S(=O)(=O)c2ccccc2)c(-c2ccccc2Cl)n1	/	/	/	-12.7	/	14.4	/	1.1	-16.6
COc1ccc(/C(C)=N/NC(=O)c2nc(C)cc(C)n2)cc1	3.4	/	-2.5	3.6	83.9	10.6	6.1	-4.4	-12.6
Cc1oc2cc(O)ccc2c(=O)c1Oc1ccc2ccccc2c1	10.9	1	-5.8	/	71.0	2.9	1.1	/	-3.2
COc1ccc(S(=O)(=O)Nc2ccccn2)c(C)c1C	-1.8	1	-2.5	-3.1	103.1	15.6	10.0	-4.5	-15.8
O=C(CN1CCC(NC(=O)c2ccc(F)cc2)CC1)NCc1ccccc1F	0.8	1.2	-3.5	/	96.0	-1.1	-0.2	/	-3.2
O=C(CN1C(=O)c2ccccc2C1=O)Nc1ccccc1C(=O)N1CCCC1	3.0	1.4	-0.7	-7.6	103.4	0.6	-2.6	0.0	-0.5
Cc1ccc(N2CCN(C(=S)c3ccc(N(C)C)cc3)CC2)cc1	7.0	1.2	-3.5	-22.6	124.6	9.1	-1.9	-3.6	-8.6
CSCC[C@H](NC(=O)NCCC1=CCCCC1)C(=O)O	3.1	1.2	-11.6[fluorescence artefact?]	13.3	127.8	3.2	-4.5	-3.6	-1.7
CCn1c(=O)c2c(cnn2C)c2ccccc21	/	1.3	/	-5.5	/	-5.6	/	-2.1	4.8
O=C(CC(Nc1ccc(F)cc1)C(=O)O)c1ccccc1 (stereo unspecified)	6.0	0.7	-6.5[fluorescence artefact?]	28.5	103.3	0.2	14.7[fluorescence artefact?]	-2.2	1.8

Assay outcomes (PubChem BioAssay)

A portion of the library, so the mix of outcomes need not match the whole.
